mIAP block – inhibitors of mouse IAP, primary screen, biochemical, luminescence, uHTS; hit rate 0.2% among 330,000; AID 2806, 2010; purified mouse IAP, CDP-Star luminescence, 30 min; intestinal alkaline phosphatase [Mus musculus]; inhibition, % at 10 µM;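 active = inhibition of at least 40% at 10 µM in the primary screen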;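 note: plate controls were DMSO with enzyme for no effect and no enzyme wells for full effect; values of inactives mirror those of a sister screen read the other way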
TIM10 inh – growth inhibitors of isogenic TIM10 control yeast, primary screen, counter-screen for tim10-1 yeast inhibitor project, luminescence, uHTS. hit rate 1.4% among 330,000. inhibition, % at 10 µM. S. cerevisiae TIM10 strain growth, BacTiter-Glo luminescence, 24 h. AID 463195, 2010;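 active = inhibition of 40% or more at the single tested concentration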;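 note: wild-type TIM10 isogenic control strain grown at permissive 25 °C; 0% = DMSO yeast wells and 100% = minimal medium wells without yeast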
APOBEC3G inh – APOBEC3G DNA deaminase inhibitors, primary screen, biochemical, fluorescence, single-stranded DNA substrate, uHTS | AID 493012, 2011 | recombinant A3G, ssDNA deamination FAM/TAMRA fluorescence | hit rate 0.28% among 330,000 | inhibition, % at 20 µM;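 active = inhibition of at least 40% at 20 µM, with no more than 30% in the related APOBEC3A deaminase screen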;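 note: plate controls were DMSO wells with A3G for no effect and wells lacking A3G enzyme for full effect; some compounds called inactive have numbers as strong as hits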
Target sequence (Q9HC16 whole entry, looked up): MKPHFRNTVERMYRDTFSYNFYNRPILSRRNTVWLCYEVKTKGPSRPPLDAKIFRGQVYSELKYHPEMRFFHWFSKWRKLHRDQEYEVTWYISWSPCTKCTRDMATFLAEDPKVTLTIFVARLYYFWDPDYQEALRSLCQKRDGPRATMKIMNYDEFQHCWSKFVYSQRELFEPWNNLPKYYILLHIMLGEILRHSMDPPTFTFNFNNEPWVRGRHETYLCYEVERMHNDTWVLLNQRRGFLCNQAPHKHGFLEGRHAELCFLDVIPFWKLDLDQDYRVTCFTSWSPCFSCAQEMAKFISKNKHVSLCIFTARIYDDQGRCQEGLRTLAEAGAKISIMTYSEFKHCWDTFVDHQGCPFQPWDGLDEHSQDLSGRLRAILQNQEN
NLRP3 yeast inh – NALP3 inflammasome inhibitors in reconstituted yeast, primary screen, luminescence, uHTS | inhibition, % at 10 µM | Yeast reconstituted NLRP3/ASC/caspase-1, beta-gal luminescence, 24 h | hit rate 0.39% among 330,000;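 active = inhibition of 50% or more; inactive = inhibition below 50%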;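 note: plate controls were induced DMSO wells for no effect and uninduced yeast grown without galactose for full effect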
hIAP block – human IAP inhibitors, primary screen, biochemical, luminescence, uHTS | AID 2544, 2010 | Intestinal-type alkaline phosphatase (Homo sapiens), P09923 | purified IAP, CDP-Star luminescence, 30 min | hit rate 0.12% among 330,000 | inhibition, % at 10 µM;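 active = inhibition reaching a set limit with compound at 10 µM in the primary screen, cut at about 35% in these data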;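 note: plate controls were DMSO wells with enzyme for no effect and no-enzyme buffer wells for full effect; values of inactives mirror those of a sister screen read the other way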
tim10-1 inh – growth inhibitors of tim10-1 mutant yeast, primary screen, luminescence, uHTS | S. cerevisiae tim10-1 ts strain growth, BacTiter-Glo, 24 h | inhibition, % at 20 µM | hit rate 2.2% among 330,000;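 active = inhibition of at least 40%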;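 note: mutant grown at 25 °C; 0% = DMSO wells with yeast and 100% = wells holding no yeast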
APOBEC3A inh – APOBEC3A ssDNA deaminase inhibitors, primary screen, selectivity assay for APOBEC3G inhibitor project, biochemical, FAM/TAMRA oligo cleavage fluorescence; hit rate 0.41% among 330,000; AID 493011, 2011; recombinant A3A, FAM/TAMRA ssDNA deamination fluorescence; inhibition, % at 20 µM; DNA dC->dU-editing enzyme APOBEC-3A (Homo sapiens), P31941;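 active = at least 40% inhibition at 20 µM here, with at most 30% in a related deaminase screen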;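 note: plate controls were A3A with DMSO for no effect and wells lacking A3A enzyme for full effect; some results filed as inactive read as strong as hits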
Target sequence (P31941 whole entry, looked up): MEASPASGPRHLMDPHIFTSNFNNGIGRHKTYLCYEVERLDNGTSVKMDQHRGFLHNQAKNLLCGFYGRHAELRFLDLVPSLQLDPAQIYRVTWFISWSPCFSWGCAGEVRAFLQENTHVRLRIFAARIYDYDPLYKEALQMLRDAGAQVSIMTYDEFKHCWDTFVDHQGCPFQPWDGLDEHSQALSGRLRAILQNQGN
mIAP activ – activators of mouse IAP, primary screen, biochemical, luminescence, uHTS | intestinal alkaline phosphatase [Mus musculus] | muIAP, CDP-Star luminescence, 30 min; stronger effect = higher value; 1 = vehicle-only enzyme signal, 0 = enzyme-free wells | activation factor at 10 µM | hit rate 0.24% among 330,000;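 active = activation factor of at least 2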; note: the source names both 10 and 20 µM as test concentration; values of inactives mirror those of a sister screen read the other way
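System: Mouse IAP enzyme | Also added: CDP-Star substrate | Dosing: Compounds dispensed in DMSO | Schedule: 30 min enzyme-substrate-compound incubation at room temperature | Technique: Chemiluminescence readout | Control set: DMSO-only wells and no-enzyme negative control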
MIN6 prolif – inducers of MIN6 beta-cell proliferation, primary screen, ATP luminescence, uHTS; proliferation, % at 10 µM; hit rate 0.29% among 330,000; MIN6 cells proliferation, ATPlite luminescence, 48 h; cells starved in 0.2% serum; 100% = growth in 10% serum;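 active = compounds whose signal lies at least 3.5 SD above the mean of all wells on their plate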;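 note: 0% = DMSO-treated cells in low-serum medium and 100% = 10% serum control; some compounds called inactive have numbers as strong as hits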
Active calls of the source: *.

SMILES | mIAP block | TIM10 inh | APOBEC3G inh | NLRP3 yeast inh | hIAP block | tim10-1 inh | APOBEC3A inh | mIAP activ | MIN6 prolif
Cc1ccc(C(=O)NCC(c2ccco2)N2CCc3ccccc32)cc1C (stereo not given) | -21 | 13 | 7 | 18 | 8 | 11 | 4 | 1.2 | -5
C=CCn1c(-c2ccc(S(=O)(=O)N3CCOCC3)cc2)csc1=Nc1ccccc1 | -1 | -67 | -2 | 13 | -4 | -25 | 1 | 1 | -6
COCCNC(C)C(=O)C12CC3CC(CC(C3)C1)C2 (stereo not given) | -17 | -6 | -4 | 1 | -19 | -9 | -3 | 1.2 | -3
O=C(O)c1ccc(S(=O)(=O)c2ccc3c(c2)C(=O)N(CC2CCCO2)C3=O)cc1 (stereo not given) | 6 | -2 | -2 | -4 | -9 | -5 | 1 | 0.94 | 1
Cc1ccc(N2CCN(c3ncccc3[N+](=O)[O-])CC2)c(C)c1 | 5 | 5 | -9 | 15 | 16 | 21 | -2 | 0.95 | -6
CN(C)CCCNC(=O)c1ccc(/C=N/O)nc1 | 6 | -3 | -7 | 9 | -3 | -6 | -2 | 0.94 | -1
COc1ccc(Cn2c(N)c(C#N)c3nc4ccccc4nc32)cc1 | -1 | 6 | -9 | -4 | -10 | 21 | -6 | 1 | -1
Cn1c2c(c3ccccc31)CCN1CCC[C@]21c1ccccc1 | 0 | -8 | -6 | 10 | 8 | 25 | 3 | 1 | -3
CC(C)(C)NC(=O)CCCSc1nc2ccccc2s1 | 1 | 15 | -10 | 39 | 0 | 18 | -5 | 0.99 | -2
COc1ccc(N2C(=O)CC(NCc3cccs3)C2=O)cc1 (stereo not given) | -10 | 1 | -1 | 2 | 0 | -4 | 0 | 1.1 | -5
O=C(NC(=S)Nc1ccccc1N1CCCCC1)c1ccc(F)cc1 | 16 | 34 | -2 | 9 | 12 | 32 | -3 | 0.84 | -6
COc1ccccc1NS(=O)(=O)c1ccc2c(c1)NC(=O)C(C)S2 (stereo not given) | 7 | -4 | 7 | -10 | -18 | -2 | -2 | 0.93 | -2
NC(=O)CSc1nnc(NC(=O)C23CC4CC(CC(C4)C2)C3)s1 | 8 | 5 | -4 | -17 | 32 | 15 | -5 | 0.92 | -1
COc1ccc2cc(C3(C)NC(=O)N(CC(=O)Nc4c(C)n(C)n(-c5ccccc5)c4=O)C3=O)ccc2c1 (stereo not given) | -7 | -6 | -2 | 2 | -11 | 10 | -2 | 1.1 | 1
Cc1cc(NC(=O)c2ccc3c(c2)OCO3)ccc1NC(=O)c1ccccc1 | -1 | -4 | -13 | 0 | -13 | -31 | -3 | 1 | -4

Structures above that have an aryl thioether with sulfur outside any ring, in the order listed:
SMILES | mIAP block | TIM10 inh | APOBEC3G inh | NLRP3 yeast inh | hIAP block | tim10-1 inh | APOBEC3A inh | mIAP activ | MIN6 prolif
CC(C)(C)NC(=O)CCCSc1nc2ccccc2s1 | 1 | 15 | -10 | 39 | 0 | 18 | -5 | 0.99 | -2
NC(=O)CSc1nnc(NC(=O)C23CC4CC(CC(C4)C2)C3)s1 | 8 | 5 | -4 | -17 | 32 | 15 | -5 | 0.92 | -1

Next part.
SMILES | mIAP block | TIM10 inh | APOBEC3G inh | NLRP3 yeast inh | hIAP block | tim10-1 inh | APOBEC3A inh | mIAP activ | MIN6 prolif
CN(CCCNC(=O)c1cccc(N2CCCC2=O)c1)c1ccccc1 | 4 | -3 | -3 | 23 | -6 | 14 | -3 | 0.96 | -1
CCc1cccc2c(C(=O)CSc3nncn3-c3ccccc3OC)c[nH]c12 | 3 | -5 | -1 | 15 | -4 | 1 | 2 | 0.97 | 0
CCCCNC(=S)N/N=C1\CCCCc2ccccc21 | 5 | 48* | 1 | 19 | -12 | 48* | -7 | 0.95 | -6
Cc1cc(C)c(NC(=O)C2=COCCO2)c(C)c1 | -2 | 2 | -3 | 9 | 8 | -3 | 2 | 1 | 2
O=C(NCCS(=O)(=O)N1CCN(c2ccc(F)cc2)CC1)C12CC3CC(CC(C3)C1)C2 | 0 | 33 | -6 | 7 | 4 | 42* | -1 | 1 | -2
CC(=O)N/N=C/c1cc(C)n(-c2ccc(Br)cc2)c1C | -10 | 21 | -6 | -1 | -14 | 22 | -5 | 1.1 | 0
O=C(COc1cccnc1[N+](=O)[O-])NC1CCS(=O)(=O)C1 (stereo not given) | -11 | -18 | -2 | 3 | 14 | -10 | -2 | 1.1 | -2
Cc1c(C(=O)N2CCCCC2)sc(NC(=O)C23CC4CC(CC(C4)C2)C3)c1C#N | -3 | -6 | 10 | 13 | 3 | 13 | -2 | 1 | -1
O=C(NCC(=O)N1CCCCC1)c1sc2ccccc2c1Cl | -4 | 10 | -3 | 34 | 5 | -21 | -4 | 1 | -2
COc1ccc(C2CC(c3cccs3)=NN2C(=O)COC(=O)c2cc3ccccc3cc2O)cc1OC (stereo not given) | 9 | 7 | -6 | 11 | -3 | 1 | -2 | 0.91 | -2
CCOC(=O)c1sc(C)c2c1NC(c1ccc(Cl)cc1)NC2=O (stereo not given) | -16 | -5 | 4 | 25 | -23 | 26 | -1 | 1.2 | -3
Cc1csc(NC(=O)CCNS(=O)(=O)c2ccc3c(c2)c(=O)n(C)c(=O)n3C)n1 | 10 | 3 | -5 | 7 | 9 | 9 | 0 | 0.91 | -1
COC(=O)CCCC1=CC2=C(c3ccccc3)C(=O)C(C)(OC(=O)C3CCCC3)C(=O)C2=CN1C(CO)CO (stereo not given) | -4 | 0 | -8 | 11 | 2 | 15 | -2 | 1 | -2
CCN1CCN(C(=O)/C(C#N)=C/c2ccc(OC(F)F)cc2)CC1 | -5 | 1 | -10 | 10 | 1 | 9 | -1 | 1 | -1
Cc1ccccc1-c1noc(CCC(=O)NC2CCCCC2)n1 | 0 | 10 | -8 | 11 | 21 | 8 | -3 | 1 | -1
Cc1ccc(C(=O)CSc2nnc(C(C)C)n2C)cc1C | -3 | -11 | -1 | 27 | 11 | -10 | 0 | 1 | -2
CC(C)N=C(NC#N)SCc1ccccc1F | -7 | -2 | -1 | -17 | 0 | 7 | 2 | 1.1 | -2
O=C(CCNC(=O)Cn1ccc2ccccc2c1=O)NCCC1=CCCCC1 | -11 | 4 | -4 | -3 | 4 | -9 | 2 | 1.1 | 0
COc1ccc(NC(=O)C(NC(C)=O)C(=O)NCc2ccc(F)cc2)cc1 (stereo not given) | 7 | 4 | -5 | -1 | 18 | 3 | -5 | 0.93 | -1
N#C/C(=C\c1ccc(-c2ccccc2)o1)C(=O)Nn1cnnc1 | -4 | 14 | -1 | 12 | 1 | 7 | -7 | 1 | 1
Cc1nc2c(C)cccn2c1/C(O)=C1\C(=O)C(=O)N(CCN2CCOCC2)C1c1cccs1 (stereo not given) | 10 | 4 | -5 | 11 | 8 | 11 | -1 | 0.9 | 3
O=C(c1cc(-c2cccc(O)c2)on1)N1CCCCC1 | 3 | 1 | -1 | 28 | -19 | 21 | 3 | 0.97 | -4
CCc1ccc(NC(=S)N2CCN(c3cccc(C(F)(F)F)c3)CC2)cc1 | 10 | 9 | -3 | 17 | 12 | 3 | -2 | 0.9 | -4
COc1ccccc1CNC(=O)CS(=O)(=O)c1ccccc1 | 3 | 7 | -6 | 4 | 2 | 7 | -3 | 0.97 | 7
O=C(c1ccccc1)C1C(c2ccccc2)C1[N+](=O)[O-] (stereo not given) | -8 | -2 | -6 | -56 | 2 | 4 | -1 | 1.1 | 2
O=C(NCc1ccc2c(c1)OCO2)c1c(Cl)cccc1Cl | -3 | -4 | 0 | 35 | -16 | 21 | -2 | 1 | -3
COc1cc2c3c([nH]c2cc1F)C(=O)NCC3 | 2 | -6 | -5 | 2 | 2 | -15 | -3 | 0.98 | 2
C#CCNC(=O)C1=C[C@@H](c2ccc3c(c2)OCO3)[C@H](CCCO)[C@@H](OCC)O1 | -6 | -12 | -12 | -1 | -7 | 0 | -4 | 1.1 | -4
COc1ccc(C2=NN(CC(=O)Nc3cc(C)ccc3C)C(=O)CC2)cc1 | -16 | 1 | -2 | 20 | -20 | -1 | 2 | 1.2 | -3
CC(=O)CSc1nc(C(F)(F)F)cc(=O)n1-c1ccccc1 | 40 | 3 | -6 | 8 | -36 | 15 | -5 | 0.6 | 1
Cc1ccc(-c2nn(-c3ccccc3)cc2CN(Cc2ccccc2)C(=O)c2ccco2)o1 | 3 | 14 | -5 | 28 | -3 | 24 | -2 | 0.97 | -6
CC1CCCCC1NS(=O)(=O)c1ccc2c(c1)CCC(=O)N2 (stereo not given) | 6 | 12 | -6 | 2 | 8 | 13 | -4 | 0.94 | 1
C/C=C/c1ccc(OCCNCc2ccccc2)c(OC)c1 | -3 | 0 | -7 | 22 | -1 | 12 | -2 | 1 | 2
CCc1cccc(CC)c1NC(=O)COC(=O)C1(C)CC1(Cl)Cl (stereo not given) | -14 | 5 | -10 | 28 | -13 | 22 | -5 | 1.1 | -2
Cc1[nH]c2ccc(C(=O)NCc3ccccn3)cc2c1C | 4 | -11 | -2 | 2 | -21 | -1 | -3 | 0.96 | 4
COc1ccc(C(C#N)N2CCC(c3ccccc3)=N2)cc1 (stereo not given) | 6 | 13 | -7 | 18 | 4 | 9 | -3 | 0.94 | 0
O=C(NNC1=NS(=O)(=O)c2ccccc21)c1ccccc1 | 4 | -20 | -4 | 8 | 3 | 4 | 4 | 0.96 | -3
Cc1cccc(C)c1NC(=O)COC(=O)C1CC1 | -2 | 9 | -1 | 12 | -4 | -10 | 2 | 1 | -2
COc1cc(-c2nnc3sc(Cc4ccccc4)nn23)cc(OC)c1OC | 6 | 23 | -8 | -3 | 4 | 36 | -7 | 0.94 | -3
COc1cc(OC)cc(C(=O)NC(C(=O)NCCc2ccccn2)C(C)C)c1 (stereo not given) | -5 | -4 | -6 | -5 | -5 | 5 | 0 | 1 | 0
CNc1oc(C)nc1S(=O)(=O)c1ccccc1 | 0 | -6 | -2 | 11 | 4 | 18 | 1 | 1 | 0
O=C(O)CC/C(=N/NC(=O)CNC(=O)c1ccc2c(c1)OCCO2)c1ccccc1 | -1 | -2 | -13 | 28 | -22 | 13 | -4 | 1 | 0
OC1CCC(Nc2ncnc3sccc23)CC1 (stereo not given) | -5 | 3 | -5 | 25 | -12 | 7 | -1 | 1 | -2
CCOC(=O)c1ccc(NC(=O)Cn2c(=O)oc3ccccc32)cc1 | -4 | -27 | -7 | 26 | -14 | -34 | -5 | 1 | 0
O=C(COc1coc(CN2CCN(Cc3ccccc3)CC2)cc1=O)Nc1ccccc1 | 0 | 4 | 6 | 7 | 0 | 3 | 7 | 0.99 | 2
O=C(CSc1nc2ccccc2s1)NNC(=S)Nc1ccc(Cl)cc1 | 16 | 22 | -5 | 24 | -53 | 21 | -2 | 0.84 | -1

Screens as filed in PubChem BioAssay.
